# Screening data as filed in PubChem.
# TrxR1 substrate = qHTS Assay for Substrates of Mammalian Selenoprotein Thioredoxin Reductase 1 (TrxR1): qHTS. Thioredoxin reductase 1, cytoplasmic (Rattus norvegicus), O89049. purified TrxR1 substrate turnover, NADPH consumption readout. Potency, µM (titrated, usually from 114 µM), inactives show at the highest dose activity change, negative = substrate turnover. hit rate 0.01% among 390,000. AID 588456, 2011; note: potency is the fitted concentration of half-maximal effect; % is set by controls: 0 for no effect and ±100 for the full control effect; nearly all actives have a fitted effect of over 50% in size
# Target sequence (O89049 whole entry, looked up): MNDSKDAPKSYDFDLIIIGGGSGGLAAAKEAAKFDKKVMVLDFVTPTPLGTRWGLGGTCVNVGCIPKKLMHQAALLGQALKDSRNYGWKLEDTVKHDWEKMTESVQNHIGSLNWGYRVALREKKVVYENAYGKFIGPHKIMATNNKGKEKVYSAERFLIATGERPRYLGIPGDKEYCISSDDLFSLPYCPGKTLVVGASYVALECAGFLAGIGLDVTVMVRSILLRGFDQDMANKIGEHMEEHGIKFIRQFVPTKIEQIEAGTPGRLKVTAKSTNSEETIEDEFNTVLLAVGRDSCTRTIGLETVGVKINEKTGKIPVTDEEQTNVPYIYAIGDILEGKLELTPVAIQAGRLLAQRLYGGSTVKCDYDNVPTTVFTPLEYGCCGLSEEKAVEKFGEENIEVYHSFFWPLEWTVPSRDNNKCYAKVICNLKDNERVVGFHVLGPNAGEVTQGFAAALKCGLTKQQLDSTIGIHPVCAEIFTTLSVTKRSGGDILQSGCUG
#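 Rat TrxR1, dispensed at 90 nM, was prereduced with 400 uM NADPH (final) for 5 min at ~22 deg C, then incubated with compound 15 min before 400 uM selenite. A first-read NADPH fluorescence drop versus no-compound background flagged substrates.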
# TrxR1 inh = qHTS Assay for Inhibitors of Mammalian Selenoprotein Thioredoxin Reductase 1 (TrxR1): qHTS; recombinant rTrxR1, NADPH fluorescence consumption, selenite substrate; Potency, µM (series often up to 114 µM), for inactives: at the highest dose activity change, negative = inhibition, most hits filed as inhibitors; hit rate 1% among 390,000; AID 588453, 2011; note: potency is the fitted concentration of half-maximal effect; % is set by controls: 0 for no effect and ±100 for the full control effect; nearly all actives have a fitted effect of over 65% in size
#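 Rat TrxR1 (90 nM in the dispensed reagent) was pre-reduced with 400 uM NADPH for 5 min at room temperature, then incubated with compound for 15 min. After 400 uM selenite was added, NADPH fluorescence (Ex 340/Em 450 nm) was followed for 8 min.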
# IDH1 R132H inh = qHTS for Inhibitors of mutant isocitrate dehydrogenase 1 (IDH1): qHTS; Isocitrate dehydrogenase [NADP] cytoplasmic (Homo sapiens), O75874; IDH1-R132H enzyme, NADPH consumption, diaphorase/resazurin fluorescence; Potency, µM (highest dose often 76.6 µM), for the others: at the highest dose activity change, negative = inhibition, hits mostly inhibitors; hit rate 0.093% among 390,000; AID 602179, 2012; note: potency is the fitted concentration of half-maximal effect; % is set by controls: 0 for no effect and ±100 for the full control effect; nearly all actives have a fitted effect of over 65% in size
#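 IDH1-R132H (0.5 ug/mL dispensed) in pH 7.5 Tris buffer was preincubated 30 min with compound, then given a substrate mix of 0.016 mM NADPH and 2 mM alpha-KG for 80 min at room temperature; remaining NADPH was read by diaphorase/resazurin fluorescence.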
# Vif-A3G inh = qHTS for Inhibitors of Vif-A3G Interactions: qHTS; DNA dC->dU-editing enzyme APOBEC-3G (Homo sapiens), Q9HC16; HeLa A3G-eYFP + Vif (tagged APOBEC3G with the HIV-1 protein that degrades it), YFP fluorescence, overnight; Potency, µM (titrated, usually from 46.1 µM), for the others: at the top dose activity, negative = active, most hits filed as inhibitors; hit rate 0.076% among 410,000; AID 602310, 2012;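 note: potency is the fitted concentration of half-maximal effect; % is set by controls: 0 for no effect and ±100 for the full control effect; nearly all actives have a fitted effect of over 60% in size; hits raise eYFP signal because A3G escapes Vif-driven loss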
# Target sequence (Q9HC16 whole entry, looked up): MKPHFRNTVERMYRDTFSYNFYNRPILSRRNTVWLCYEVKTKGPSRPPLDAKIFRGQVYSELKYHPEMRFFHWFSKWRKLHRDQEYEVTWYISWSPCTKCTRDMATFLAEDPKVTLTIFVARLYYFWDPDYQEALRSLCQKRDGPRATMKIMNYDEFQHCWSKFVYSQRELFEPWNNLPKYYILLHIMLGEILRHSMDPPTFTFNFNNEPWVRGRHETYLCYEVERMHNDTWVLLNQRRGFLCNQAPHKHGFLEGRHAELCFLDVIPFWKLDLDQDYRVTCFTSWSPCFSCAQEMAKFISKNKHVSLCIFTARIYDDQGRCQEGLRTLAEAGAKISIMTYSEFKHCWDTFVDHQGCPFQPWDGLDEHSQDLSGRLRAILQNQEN
#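 Read-out is eYFP fluorescence (Ex 488/Em 500-530) from Vif-expressing HeLa A3G-eYFP cells; more signal means A3G escaped Vif-mediated degradation. Cells plated overnight, compound pinned in, incubated overnight at 37 deg C.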
# Vif-APOBEC3F blk = qHTS for Inhibitors of Vif-A3F Interactions: qHTS. HeLa A3F-eYFP + Vif (tagged APOBEC3F with the HIV-1 protein that degrades it), YFP fluorescence increase. Potency, µM (top dose mostly 46.1 µM), inactives show top-dose activity, negative = active. hit rate 0.2% among 390,000; note: potency is the fitted concentration of half-maximal effect; % of control where 0% means no effect; nearly all actives have a fitted effect of over 65% in size
#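 HeLa cells stably expressing A3F-eYFP plus Vif, plated and incubated overnight at 37 deg C, then exposed to compounds overnight at 37 deg C. Blocked degradation read as raised yellow fluorescence (Ex 488/Em 500-530).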
# Glioma ERSR ind = qHTS for Inducers of the Endoplasmic Reticulum Stress Response (ERSR) in Human Glioma: qHTS. U87-MG GRP78 promoter luciferase reporter, 16 h. Potency, µM, inactives show at the top dose activation, usual class: activators. hit rate 0.02% among 420,000; note: potency is the fitted concentration of half-maximal effect; series mostly up to about 76 µM; % of control where 0% means no effect; nearly all actives have a fitted effect of over 35% in size
#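 Stably transfected U87-MG human glioma cells carrying a GRP78-based luminescent sensor were seeded at 1000 cells/well, pin-dosed with compounds and incubated 16 h. Luciferase reagent was then added, and end-point luminescence was read after 10 min at room temperature.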
# USP1 inh = Inhibitors of USP1/UAF1: Primary Screen | hit rate 0.23% among 390,000 | Potency, µM (titrated, usually from 57.1 µM), for the others: at the highest dose activity change, negative = inhibition, usual class: inhibitors | AID 743255, 2014 | recombinant USP1/UAF1, Ub-Rhodamine cleavage fluorescence; note: potency is the fitted concentration of half-maximal effect; % is set by controls: 0 for no effect and ±100 for the full control effect; nearly all actives have a fitted effect of over 60% in size; inactives centre near -12
#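 USP1/UAF1 complex at 1 nM was preincubated with compound for 15 min at room temperature, then Ub-Rho substrate (150nM final) was added. Fluorescence (480/540 nm) was read kinetically, 6 reads every 60 seconds.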
# RGS4 inhibitor = Inhibitors of Regulator of G Protein Signaling (RGS) 4: qHTS; Regulator of G-protein signaling 4 (Homo sapiens), P49798; Transcreener GDP fluorescence polarization, RGS4-accelerated GTP hydrolysis; Potency, µM (top dose mostly 114 µM), for the others: at the top dose activity change, negative = inhibition, hits mostly inhibitors; hit rate 0.039% among 390,000; AID 504845, 2011; note: potency is the fitted concentration of half-maximal effect; % is set by controls: 0 for no effect and ±100 for the full control effect; nearly all actives have a fitted effect of over 75% in size; some results filed as inactive show a strong effect at the top dose
# Target sequence (P49798 whole entry, looked up): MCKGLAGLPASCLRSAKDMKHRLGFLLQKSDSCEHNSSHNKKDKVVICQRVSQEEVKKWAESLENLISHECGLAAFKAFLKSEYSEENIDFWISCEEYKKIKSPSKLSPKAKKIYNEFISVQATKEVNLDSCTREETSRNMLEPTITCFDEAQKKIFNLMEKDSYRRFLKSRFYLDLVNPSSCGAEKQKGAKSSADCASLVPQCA
#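 MLSMR compounds (23 nl, pin-transferred) preincubated 10 min at room temperature with a 500nM (2x) first reagent, then RGS4 at 900nM (2x) plus Transcreener GDP mix added; fluorescence polarization (620/688 nm) read before and after 90 min at 30 °C.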
# LDHA block = qHTS assay for inhibitors of human lactate dehydrogenase. purified LDHA, NADH/diaphorase-resazurin fluorescence; stronger effect = lower value. activity change, % (values are at about 110 or 230 µM). hit rate 0.15% among 480,000. AID 1347041, 2019; in the data active = activity change below about -30%; inconclusive = mostly about -25% to -30%;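 note: plate controls were DMSO wells for no effect and wells without enzyme for full effect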
#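 LDH5 2 nM; NADH 0.06 mM, pyruvate 0.2 mM; 200 mM Tris pH 7.4, EDTA, Tween-20; 5 min RT. Detection: diaphorase 0.133 mg/mL + resazurin 37 µM, fluorescence ex540/em590 at 0 and 20 min; normalized to enzyme-free and DMSO wells.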
# Starred values were filed as active, the others as inactive; ? = inconclusive; . = not tested or not shown; [ ] = another dose, or the depositor's remark. Unless noted, calls come from the whole dose curve; as a rule, active = well fitted curve in the direction sought with a large enough effect; inconclusive = small, poorly fitted or top-dose-only effect, or another doubt; inactive = no such curve, though single readings can be large; an effect the other way counts as inactive or inconclusive. This is a subset. The share of hits here may be higher or lower than overall.
No. | Compound | TrxR1 substrate | TrxR1 inh | IDH1 R132H inh | Vif-A3G inh | Vif-APOBEC3F blk | Glioma ERSR ind | USP1 inh | RGS4 inhibitor | LDHA block
1 | Cc1c(CC(=O)NCCCC(=O)O)c(=O)oc2cc3occ(-c4ccccc4)c3cc12 | 1% | 15% | -2% | -9% | 15% | 1% | -16% | 10%[56.9 µM] | -5
2 | Clc1ccc(CSc2nnc3c(n2)[nH]c2ccccc23)cc1 | -1% | 22% | -6% | -7% | -4% | -2% | -14% | -15% | 1
3 | Cc1cccc(C)c1OCc1nnc(SCC(=O)Nc2ccccc2F)o1 | 5%[57.1 µM] | 4%[57.1 µM] | 6% | -2% | 1% | -4% | -19% | -13% | -3
4 | CCNC(=O)c1ccc2nc(Cc3ccccc3)oc2c1 | -9%[57.1 µM] | -3%[57.1 µM] | 0% | -1% | 1% | 0% | -7% | 17% | 3
5 | C[C@]12c3[nH]c4ccc(Cl)cc4c3CCN1C(=O)[C@@H](CC(=O)NCc1cccc(C(F)(F)F)c1)C[C@@H]2C(=O)N1CCOCC1 | -10% | -3% | -11% | -7% | -5% | 0% | -26% | 0% | 2
6 | Cc1n(-c2ccccc2)c2ccc(Cl)cc2[n+]1CCO | -4%[57.1 µM] | 0%[57.1 µM] | -6% | 3% | 19% | 0% | -8% | -1% | -24
7 | O=[N+]([O-])c1ccc(Cl)c(S(=O)(=O)Nc2ccc3cn[nH]c3c2)c1 | -2% | -5% | -6% | 1% | -4% | -2% | 6% | -5% | 8
8 | CCOCCCNC(=O)C1CCN(c2cc(C)nc3c(-c4ccc(OC)c(OC)c4)c(C)nn23)CC1 | -7% | 4% | 1% | 3% | 3% | -2% | -8% | 1% | -17
9 | O=C(Nc1sc2c(c1C(=O)O)CCCC2)C(=O)N1CCOCC1 | -1% | -10% | 28% | -1% | 8% | 3% | -11% | -16% | 1
10 | CCCn1c(SCC(=O)NC2CCCCC2C)n[nH]c1=O (stereo not drawn) | -4% | 2% | 4% | 1% | . | -3% | -1% | -19% | -2
11 | CCOC(=O)CN1NC2(CCC(C)CC2)NC1=S (stereo not drawn) | 10% | -4% | 1% | 1% | -5% | -4% | -15% | ? | -9
12 | C#CC(=O)N(c1cccc(OC)c1)C(C(=O)NC1CCCC1)c1cccs1 (stereo not drawn) | 11% | ? | -12% | -17% | -12% | -11% | -19% | -4% | -12
13 | CCC(C)Oc1ccc(/C=C/c2[nH]c(=O)[nH]c(=O)c2[N+](=O)[O-])cc1OC (stereo not drawn) | -16% | -20% | -1% | -14% | 18% | -1% | -18% | ? | -4
14 | O=C(CCc1nnc(Cc2ccc(-c3ccccc3)cc2)o1)NCCc1cccnc1 | -1% | 11% | 3% | -1% | 1% | -1% | -21% | 12% | -9
15 | O=C(OCc1ccccc1)/C(=C/c1ccc(Cl)cc1)NC(=O)c1ccccc1Cl | -3%[57.1 µM] | 16%[57.1 µM] | 0% | -9% | 2% | -4% | -19% | 8% | 0
16 | CCCCN(C)C(=O)C1CCN(Cc2ccc(OCc3ccccc3)cc2)CC1 | 11%[57.1 µM] | 22%[57.1 µM] | 6% | 3% | 0% | -1% | -16% | -11% | -21
17 | O=[N+]([O-])c1cccc(SSc2cccc([N+](=O)[O-])c2)c1 | -12% | 98%[activator] | -9% | 2% | ? | -3% | -15% | -138% | -9
18 | C#CCOc1c(Cl)cc(/C=C2/C(=O)ON=C2C)cc1OCC | -6% | ? | -8% | -1% | -10% | 8% | -7% | 17% | -2
19 | COc1ccc(C(=O)CN2C(=O)c3ccccc3C2=O)c(OC)c1C | 8% | 29% | 8% | 0% | -2% | 1% | -8% | 31% | -9
20 | Cc1ccnc(SCc2cc(=O)c(OC(=O)c3cccs3)co2)n1 | 10% | 8% | 12% | -7% | 14% | -4% | -18% | 5% | -3
21 | O=C1C=C(c2ccc(-c3ccccc3)cc2)C[C@@H](c2ccc(F)cc2)C1 | 5% | 26% | 3% | 2% | 3% | -4% | -22% | -13% | -5
22 | C/C(CC(=O)Nc1ccc(N(C)C)cc1)=N\NC(=O)c1ccc(F)cc1 | -1% | -9% | 3% | 1% | 2% | 8% | -4% | 7% | 1
23 | CCCC(=O)OCCNc1cc(SCc2ccco2)c2nonc2c1[N+](=O)[O-] | -16% | 4µM* | 2% | -9% | -1% | ? | -8% | -72% | 17
24 | CCOC(=O)c1ccc(S(=O)(=O)N2CCN(c3nc(-c4cccs4)nc4ccccc34)CC2)cc1 | 18% | 29% | . | 0% | . | -3% | . | 19% | 2
25 | C[C@@]12C(=O)OC(=O)[C@]1(C)C1CCC2O1 | -4% | -5% | -7% | -16% | 6% | 3% | -16% | 8% | -15
26 | O=C(NC1CCCCC1)N1CCC(n2cnc3ccccc32)CC1 | 3%[57.1 µM] | -9%[57.1 µM] | 6% | 0% | -1% | -5% | -2% | 15% | 0
27 | CC12CC3CC(C)(C1)CC(C(=O)N1CCN(C(=O)c4ccco4)CC1)(C3)C2 | 2% | 11% | 6% | -1% | 4% | -4% | -14% | -14% | -3
28 | O=C(Nc1ccc2c(c1)OCO2)N1CCN(Cc2ccco2)CC1 | 8%[57.1 µM] | 14%[57.1 µM] | 17% | 5% | 5% | -8% | 2% | -8% | 6
29 | Cc1nnc(SCC(=O)NNC(=O)c2ccco2)n1-c1cccc(Cl)c1 | -1% | 11% | -2% | 1% | -4% | -5% | -7% | 42% | -4
30 | Cc1ccc(OC(=O)NC2CCS(=O)(=O)C2)cc1C (stereo not drawn) | 7%[57.1 µM] | -11%[57.1 µM] | 4% | -1% | -1% | 2% | -17% | -7% | 1
31 | O=C(NC(NC(=S)Nc1c(Cl)cccc1Cl)C(Cl)(Cl)Cl)OCc1ccccc1 (stereo not drawn) | -3% | -28% | -4% | -5% | -8% | -4% | -21% | -6% | -5
32 | COC(=O)c1scc(C)c1NC(=O)Nc1ccccc1 | -13%[57.1 µM] | 7% | 5% | -1% | 2% | -2% | -20% | -10% | -2
33 | Cc1ccc2c(c1)C(O)(CC(=O)/C=C/C=C/c1ccccc1)C(=O)N2 (stereo not drawn) | -22% | ? | -3% | -9% | 3% | 2% | -9% | -21% | -4
34 | CCOC(=O)NC(O)C(=O)c1cccs1 (stereo not drawn) | 12% | 19% | 1% | -1% | 7% | -3% | -17% | -19% | -2
35 | COc1ccc2oc(N)c(C=O)c(=O)c2c1 | 1% | 4% | -10% | 2% | 3% | 0% | 3% | 13% | -5
36 | CN(C(=O)c1cccc(NC(=O)Cc2cccc(NC(=O)C3CCN(C(=O)C4CCCC4)CC3)c2)c1)C1CC1 | -4% | 7% | -4% | 0% | -1% | 1% | -15% | -17% | 3
37 | Cc1c(Cl)cccc1NC(=O)COC(=O)c1ccc(CN2CCCC2=O)cc1 | 4% | 21% | 0% | 1% | -3% | 3% | -25% | 0% | -1
38 | CCc1c(C)nc(SC(C(=O)O)c2ccccc2)c(C#N)c1C (stereo not drawn) | -6% | -12% | 0% | 1% | 2% | -2% | 1% | 3% | -3
39 | COC(=O)c1scc(C)c1NC(=O)c1cccc(C#N)c1 | 1% | 11% | 1% | 3% | 1% | -3% | -22% | 3% | -3

# Structural class, the entries above with a COOH group.
No. | Compound | TrxR1 substrate | TrxR1 inh | IDH1 R132H inh | Vif-A3G inh | Vif-APOBEC3F blk | Glioma ERSR ind | USP1 inh | RGS4 inhibitor | LDHA block
1 | Cc1c(CC(=O)NCCCC(=O)O)c(=O)oc2cc3occ(-c4ccccc4)c3cc12 | 1% | 15% | -2% | -9% | 15% | 1% | -16% | 10%[56.9 µM] | -5
9 | O=C(Nc1sc2c(c1C(=O)O)CCCC2)C(=O)N1CCOCC1 | -1% | -10% | 28% | -1% | 8% | 3% | -11% | -16% | 1
38 | CCc1c(C)nc(SC(C(=O)O)c2ccccc2)c(C#N)c1C (stereo not drawn) | -6% | -12% | 0% | 1% | 2% | -2% | 1% | 3% | -3

# TrxR1 inh: what is marked active above
cpd | Molecule | TrxR1 substrate | TrxR1 inh | IDH1 R132H inh | Vif-A3G inh | Vif-APOBEC3F blk | USP1 inh | RGS4 inhibitor
23 | CCCC(=O)OCCNc1cc(SCc2ccco2)c2nonc2c1[N+](=O)[O-] | -16% | 4µM* | 2% | -9% | -1% | -8% | -72%
